Compound activity as filed in PubChem.
D1 ag = Allosteric Agonists of the Human D1 Dopamine Receptor: qHTS; HEK293 T-REx D1 cells, calcium flux, agonist mode; activation, % at 2 µM; 1% of 360,000 active; also: 0% is about no effect
Target sequence (P21728 whole entry, looked up): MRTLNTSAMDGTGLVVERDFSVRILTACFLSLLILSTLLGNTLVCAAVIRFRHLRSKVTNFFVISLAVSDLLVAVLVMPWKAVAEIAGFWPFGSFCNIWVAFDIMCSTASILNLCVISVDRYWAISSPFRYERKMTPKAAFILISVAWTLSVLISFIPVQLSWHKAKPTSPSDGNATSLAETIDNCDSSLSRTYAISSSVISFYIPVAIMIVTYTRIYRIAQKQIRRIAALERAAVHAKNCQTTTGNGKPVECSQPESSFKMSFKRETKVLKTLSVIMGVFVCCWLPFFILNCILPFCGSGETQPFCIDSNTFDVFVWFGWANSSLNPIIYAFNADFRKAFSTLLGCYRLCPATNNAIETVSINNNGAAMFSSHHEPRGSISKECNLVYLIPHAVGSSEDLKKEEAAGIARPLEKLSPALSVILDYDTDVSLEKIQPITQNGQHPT
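Tetracycline-induced HEK293 TREx D1 cells, force-coupled to calcium signalling, were dye-loaded with a no-wash calcium kit. Compound was pin-added after a 10 s baseline. Fluorescence was read kinetically at 1 cycle/s for 180 s, with calcium rises flagged as agonism.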
D2 agonist = HTS Assay for Allosteric Agonists of the Human D2 Dopamine Receptor: Primary Screen for Agonists; D(2) dopamine receptor (Homo sapiens), P14416; HEK293 T-REx D2 cells, calcium flux agonist mode; activation, % at 2 µM; 0.53% of 340,000 active; AID 485358, 2010;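 active = activation over 3 SD above normal in the single-dose calcium agonist read, cut at about 30% in these data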; also: 0% is about no effect
Target sequence (P14416 whole entry, looked up): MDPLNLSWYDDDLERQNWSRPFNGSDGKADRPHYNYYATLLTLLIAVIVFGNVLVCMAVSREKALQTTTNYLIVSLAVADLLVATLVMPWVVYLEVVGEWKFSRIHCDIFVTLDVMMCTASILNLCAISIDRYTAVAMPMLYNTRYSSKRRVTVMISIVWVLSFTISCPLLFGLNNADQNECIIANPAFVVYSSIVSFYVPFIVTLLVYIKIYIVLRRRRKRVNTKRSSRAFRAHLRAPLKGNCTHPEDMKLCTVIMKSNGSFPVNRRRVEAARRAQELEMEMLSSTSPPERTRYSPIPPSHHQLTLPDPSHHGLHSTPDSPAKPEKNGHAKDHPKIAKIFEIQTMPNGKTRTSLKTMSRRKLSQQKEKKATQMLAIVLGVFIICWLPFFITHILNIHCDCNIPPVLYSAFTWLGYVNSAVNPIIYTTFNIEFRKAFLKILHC
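In this primary screen, compounds producing a positive calcium signal within 180 s of addition to tetracycline-induced, force-coupled HEK293 Trex D2 cells are flagged; cells are dye-loaded with a no-wash calcium kit beforehand.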
D1 antagonist = Antagonist of Human D 1 Dopamine Receptor: qHTS; AID 504652, 2011; activity change, negative = inhibition, % at 10 µM; HEK293 TREx D1 cells, calcium flux, dopamine EC80; hits give low values; D(1A) dopamine receptor (Homo sapiens), P21728; 3.2% of 360,000 active; in the data active = activity change below about -30%; also: % is scaled to controls: 0 for no effect and ±100 for the full control effect
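Allosteric or orthosteric antagonism assessed as attenuation of the calcium response to EC80 dopamine, added 180 s after compound, in induced HEK293 Trex D1 cells loaded with no-wash calcium dye.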
D1 PAM = Potentiators of Human D1 Dopamine Receptor: qHTS; 0.036% of 360,000 active; potentiation, % at 10 µM; D(1A) dopamine receptor (Homo sapiens), P21728; HEK293 TREx D1 cells, calcium flux, dopamine EC20 potentiation; AID 504651, 2011; in the data active = potentiation above about 30%; also: 0% is about no effect
D2 antag = HTS Assay for Allosteric Antagonists of the Human D2 Dopamine Receptor: Primary Screen for Antagonists | D(2) dopamine receptor (Homo sapiens), P14416 | HEK293 TREx D2 cells, calcium flux, dopamine EC80 | inhibition, % at 10 µM | 2% of 340,000 active | AID 485344, 2010; in the data active = inhibition above about 30%; also: 0% is about no effect
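Compounds are added to dye-loaded, induced HEK293 T-REx cells coupled to calcium release via D2; after a 3 min kinetic read an EC80 dopamine stimulus is given and fluorescence is recorded for 3 more min.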
RXFP1 antagonist = qHTS Assay for Antagonists of the Relaxin Receptor RXFP1; HEK293-RXFP1, relaxin-stimulated cAMP HTRF, 30 min; hits give low values; activity change, negative = inhibition, % at 57.5 µM; 0.59% of 350,000 active;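 active = activity change of -60% or lower, but not beyond a set lower limit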; also: % is scaled to controls: 0 for no effect and ±100 for the full control effect
D2 PAM = HTS Assay for Positive Allosteric Modulators of the Human D2 Dopamine Receptor: Primary Screen for Potentiators; D(2) dopamine receptor (Homo sapiens), P14416; HEK293 T-REx D2, calcium flux, EC20 dopamine potentiation; potentiation, % at 10 µM; 0.34% of 340,000 active;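 active = potentiation over 3 SD above the plate norm, cut at about 30% in these data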; also: 0% is about no effect
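Potentiation of an EC20 dopamine calcium response measured kinetically over 180 s, after a preceding 180 s compound-only read flagging agonists. Cells: inducible Hek293 Trex D2 line, 4000/well, cultured overnight at 30 C before dye loading.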
TRHR ag = qHTS for Small Molecule Agonists and Allosteric Enhancers of Human TRH Receptor: Primary Screen for Agonists; 0.18% of 360,000 active; activation, % at 2 µM; TRHR cells, calcium flux fluo-8, FDSS agonist mode; Thyrotropin-releasing hormone receptor (Homo sapiens), P34981; also: 0% is about no effect
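Read-out: compound-evoked intracellular calcium rise in TRHR cells, fluo-8 dye, kinetic FDSS fluorescence at 1 s/cycle following a 10-cycle baseline. Cells cultured overnight before dye loading (30 min–1.5 h, RT).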
TRHR PAM = qHTS for Small Molecule Agonists and Allosteric Enhancers of Human TRH Receptor: Primary Screen for Enhancers; Thyrotropin-releasing hormone receptor (Homo sapiens), P34981; TRHR cells, fluo-8 calcium fluorescence, EC20 TRH enhancement; enhancement, % at 2 µM; 0.66% of 360,000 active; in the data active = enhancement above about 30%; also: 0% is about no effect
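Enhancer read-out: after compound pinning and an initial kinetic agonist-mode read, an EC20 of TRH (10 nM final) was injected and fluo-8 calcium signal (Ex 480/Em 530) followed at 1 s/cycle for 100 cycles in TRHR-expressing cells.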
The depositor's hits bear a star; / = no result given; & = joins results of further samples; ! = a repeat was not active. Rule as the data show it, unless noted: active = activation above about 30%; inactive = the rest. No enrichment for hits, and some 7.1% of all compounds hit somewhere here.

SMILES | D1 ag | D2 agonist | D1 antagonist | D1 PAM | D2 antag | RXFP1 antagonist | D2 PAM | TRHR ag | TRHR PAM
CCOC(=O)N1CCC(=NNc2ccnc3cc(Cl)ccc23)CC1 | 14 | / | -10 | -6 | / | -9 | / | 0.4 | -4
CCCCNC(=O)CN1CCN(Cc2ccc3cc(OC)ccc3c2)CC1 | 6 | -0.3 | -3 | 5 | -7 | 9 | -13 | -1.2 | 2
CCOc1ccc(C(=O)C(C)OC(=O)CN2C(=O)NC(C)(C)C2=O)cc1 (stereo not drawn) | 1 | 0.8 | -1 | -1 | 3 | 0 | 20 | -0.1 | 0
O=C(Nc1nnc(S(=O)(=O)N2CCOCC2)s1)c1ccccc1Cl | 2&1 | 52*! | -20&4 | -6&4 | -2 | -6&-27 | -14&6 | 0.5&0.3 | -7&0
COc1ccc(-n2nc(C(=O)Nc3ccc4c(c3)OCO4)c3c4ccccc4n(C)c3c2=O)cc1 | 2 | 0.1 | 3 | -3 | -5 | -4 | 11 | -0.6 | 0
CC(C)c1nnc(NC(=O)c2cc3ccccc3o2)s1 | 0 | 0.2 | -2 | 5 | -16 | -21 | 1 | 0.7 | -9
O=C(C(=O)N1CCN(c2ccccc2)CC1)c1cn(CC(=O)N2CCCCCC2)c2ccccc12 | 6 | 3.4 | 5 | 3 | -3 | 0 | 4 | 0.3 | 1
CC(=O)c1ccc(Oc2cc(C)nc(N3CCOCC3)n2)cc1 | 0 | -0.5 | 14 | 7 | 2 | 4 | 7 | 0.0 | -1
CCC1(CC)NC(=O)N(CC(=O)OC(C)C(=O)Nc2cc([N+](=O)[O-])ccc2OC)C1=O (stereo not drawn) | 1 | 0.0 | 12 | 10 | -2 | -3 | 0 | 0.4 | 1
Cc1ccc(CNC(=O)C(=O)NCC2OCCN2S(=O)(=O)c2ccc(Br)cc2)cc1 (stereo not drawn) | 10 | 1.2 | -6 | -4 | -17 | -7 | 7 | 1.3 | 31*
CCOCCCNC(=O)C(=O)Nc1c2c(nn1-c1ccccc1)CSC2 | 0 | / | / | -2 | / | -21 | 0 | -0.2 | -2
Cn1c(-c2ccc3c(c2)OCO3)cnc1NCc1ccccc1 | 3 | -0.7 | -25 | -9 | 18 | 9 | 29 | -0.1 | 0
CC1Cc2ccccc2N1C(=O)CSc1nncs1 (stereo not drawn) | 4 | 0.1 | -1 | -1 | 6 | -9 | -8 | 1.3 | -5
Cc1cccc(CN2CCN(CC(=O)NCCCN3CCCC3=O)C2=O)c1 | 6 | 0.6 | 8 | -2 | 8 | -1 | -3 | 0.3 | -1
CC1CCc2c(sc(NC(=O)CCCn3cnc([N+](=O)[O-])n3)c2C(N)=O)C1 (stereo not drawn) | -3 | -0.3 | -5 | 4 | 0 | -24 | -9 | -0.6 | -4
O=c1c2sc3ccccc3c2n(Cc2cccc(C(F)(F)F)c2)c(=O)n1Cc1ccc(F)cc1 | 10 | -0.8 | -8 | -1 | / | / | 0 | -1.6 | 8
c1cncc(-c2nnc(SCc3cccc4ccccc34)o2)c1 | 4 | -0.2 | -15 | 1 | 4 | / | 12 | 0.9 | -4
CCN(CC)c1ccc(CNc2ccc3c(c2)ncn3C(C)(C)C)cc1 | 4 | -1.7 | -13 | -7 | -6 | -6 | 1 | -1.1 | -6
CC1CCc2cc(F)ccc2N1C(=O)CCC(=O)O (stereo not drawn) | 3 | 0.0 | 33 | 3 | 22 | -6 | 12 | 0.8 | 5
C/C(CC(=O)Nc1ccc(Cl)cc1Cl)=N\NC(=O)c1ccco1 | 1 | -0.5 | 7 | 5 | -12 | / | 2 | -0.1 | 0
CC(=O)C1=C(c2ccccc2)OC(N)=C(C#N)C1c1ccc(O)cc1 (stereo not drawn) | 2 | -0.9 | 19 | 6 | -10 | -5 | 5 | -0.9 | 8
Fc1ccc(N2CCN(Cc3cccn3-c3nnc(N4CCN(C5CCCCC5)CC4)s3)CC2)cc1 | 5 | -3.2 | 2 | 4 | / | / | 8 | -1.8 | -4
CCCCCCC1CC(C)(/C(C)=N/NC(N)=O)OC1=O (stereo not drawn) | -1 | -0.2 | -10 | -4 | 2 | -6 | -4 | -0.1 | 0
O=C1CC(c2ccc(S(=O)(=O)N3CCCCC3)cc2)CN1 (stereo not drawn) | 4 | 0.3 | -2 | -2 | 0 | 14 | -2 | 0.4 | -4

Part of the list above, reformatted:
compound	D1 ag	D2 agonist	D1 antagonist	D1 PAM	D2 antag	RXFP1 antagonist	D2 PAM	TRHR ag	TRHR PAM
Fc1ccc(N2CCN(Cc3cccn3-c3nnc(N4CCN(C5CCCCC5)CC4)s3)CC2)cc1	5	-3.2	2	4	/	/	8	-1.8	-4
CC1Cc2ccccc2N1C(=O)CSc1nncs1 (stereo not drawn)	4	0.1	-1	-1	6	-9	-8	1.3	-5

Returning to the listing, repeating the four entries before the break.
SMILES | D1 ag | D2 agonist | D1 antagonist | D1 PAM | D2 antag | RXFP1 antagonist | D2 PAM | TRHR ag | TRHR PAM
CC(=O)C1=C(c2ccccc2)OC(N)=C(C#N)C1c1ccc(O)cc1 (stereo not drawn) | 2 | -0.9 | 19 | 6 | -10 | -5 | 5 | -0.9 | 8
Fc1ccc(N2CCN(Cc3cccn3-c3nnc(N4CCN(C5CCCCC5)CC4)s3)CC2)cc1 | 5 | -3.2 | 2 | 4 | / | / | 8 | -1.8 | -4
CCCCCCC1CC(C)(/C(C)=N/NC(N)=O)OC1=O (stereo not drawn) | -1 | -0.2 | -10 | -4 | 2 | -6 | -4 | -0.1 | 0
O=C1CC(c2ccc(S(=O)(=O)N3CCCCC3)cc2)CN1 (stereo not drawn) | 4 | 0.3 | -2 | -2 | 0 | 14 | -2 | 0.4 | -4
CCOC(=O)c1ccc(NC(=O)CSc2nnc(COc3ccccc3)n2C)cc1 | 1 | -0.6 | -5 | -1 | 8 | 4 | 6 | -0.2 | -1
CCN(CC)CCCNC(=O)c1cc(-c2ccccc2)c(N2CCCCC2)s1 | 12 | -0.2 | -10 | -8 | 11 | -1 | -15 | 0.3 | -3
C=CCSC1=C(C#N)C(c2cc(Br)c(O)c(OC)c2)CC(=O)N1 (stereo not drawn) | 0 | -3.4 | -5 | -4 | -5 | 4 | -2 | -0.5 | 2
O=C(Nc1nc(-c2ccc(Br)cc2)cs1)c1cccnc1 | 3 | 1.9 | -2 | 4 | -28 | -1 | -5 | 0.4 | -10
NC(=O)c1ccc(NC(=O)CNCc2ccccc2Cl)cc1 | 5 | -0.3 | -4 | -8 | 2 | -4 | 3 | 0.0 | -3
CCN(CC)CCNC(=O)CNC(=O)c1nn(-c2ccc(OC)cc2)c(=O)c2ccccc12 | 3 | 1.3 | -7 | 2 | 5 | 6 | 3 | -0.1 | 8
Cn1c(CC(=O)Nc2ccc(Cl)c(Cl)c2)nnc1SCC(=O)Nc1nccs1 | 0 | -0.2 | -18 | -3 | -26 | 5 | 8 | 0.8 | 2
CC(C)NC(=O)C1CC(=O)N(C(C)c2ccccc2)C1 (stereo not drawn) | 0 | 1.4 | -11 | -8 | -2 | 5 | -6 | 0.3 | -3
Cc1cccc(NC(=S)NNC(=O)c2ccccc2Br)c1 | 5 | 0.5 | -8 | -4 | 3 | / | 4 | 0.6 | -9
O=C(OCC(=O)N1CCN(c2ccccc2)CC1)c1ccccc1[N+](=O)[O-] | 3 | 0.3 | -36* | -16 | -4 | 4 | 0 | -0.2 | 1
O=S(=O)(c1cc(C(F)(F)F)ccc1Cl)N1CCCCCC1 | 9 | -0.4 | -13 | -6 | 8 | -16 | 7 | -0.3 | 22
COc1ccc(/C=C/C(=O)OCC(=O)Nc2ccc(N3CCOCC3)cc2)cc1 | 1 | 0.1 | -3 | 5 | 12 | 5 | 4 | -1.2 | -5
O=C(COC(=O)/C=C/c1ccccc1)Nc1ccc2c(c1)OCCO2 | 2 | 0.6 | 1 | -1 | 1 | -8 | 0 | -0.4 | -1
O=C(C1CCOCC1)N1CCCC(N2CCN(c3cccc(Cl)c3)CC2)C1 (stereo not drawn) | 1 | 11 | -10 | -5 | 7 | -13 | 5 | -0.3 | -5
COC(=O)c1ccc(OC)c(Cn2c(=O)n(-c3cccc(Cl)c3)c(=O)c3c4c(sc32)CN(C(C)=O)CC4)c1 | 12 | -0.6 | -40* | 0 | / | / | 15 | -0.4 | 2
CC(C)N(Cc1ccccc1)C(=O)COC(=O)c1ccc2ncsc2c1 | 1 | 0.6 | -3 | -10 | -5 | 2 | 19 | 1.1 | 5
O=C1CC(NS(=O)(=O)c2cccs2)CN1c1ccc(Cl)cc1 (stereo not drawn) | 12 | 0.2 | -11 | -6 | 1 | -38 | 0 | 0.3 | 2
CCCN1CCN(CCNC(=O)Nc2cc(C)ccc2OC)CC1 | 0 | -0.6 | 8 | -1 | / | / | -15 | 0.3 | 1
O=[N+]([O-])c1cccc(S(=O)(=O)Nc2ccc(-c3ccc(N4CCOCC4)nn3)cc2)c1 | 2 | -0.7 | -11 | 1 | -3 | 2 | -7 | 0.1 | 4
COc1ccc(NC(=S)NC2CC3CCC(C2)N3Cc2ccco2)cc1 (stereo not drawn) | 18 | 1.1 | -64* | -6 | -16 | 9 | 5 | -2.2 | 24
CC(Oc1ccc(Cl)cc1)c1ccn[nH]1 (stereo not drawn) | 2 | / | -7 | -7 | / | 7 | / | -0.8 | -5
COc1cc(/C=C2\C(=N)N3N=C(C(C)C)SC3=NC2=O)ccc1OCCOc1ccc(NC(C)=O)cc1 | 5 | -0.1 | -2 | 1 | 23 | -8 | 2 | 0.8 | 1
CC(C)c1ccc(NC(=O)CCn2c(=O)c3cccn3c3ccccc32)cc1 | 17 | 4.3 | -10 | -3 | / | -10 | -3 | 0.8 | -2
N#Cc1nc(-c2cccc3ccccc23)oc1N1CCCCC1 | 1 | -1.2 | 9 | -8 | -14 | / | -19 | -0.2 | 13
C[C@]12CCC3C(CC[C@H]4CC(O)CC[C@]34C)C1CC/C2=N/O (stereo partly drawn) | 7 | -1.5 | -3 | -10 | -12 | -13 | -5 | 0.1 | -9
O=C(CC1SC(N2CCCCC2)=NC1=O)Nc1cccc(C(=O)O)c1 (stereo not drawn) | 3 | -0.4 | -3 | -3 | 4 | 0 | -4 | -0.5 | -2
COc1ccc(N2CCN(C(=O)C34CCC(C)(C(=O)C3)C4(C)C)CC2)cc1 (stereo not drawn) | 1 | 0.0 | 6 | -6 | 37* | -15 | 4 | -0.6 | -2
O=C(CCC(=O)c1cccs1)NNC(=O)c1ccccc1O | 3 | 1.0 | -2 | 4 | -16 | -1 | 14 | -0.3 | -2
